MC4R ag barr: MC4R agonists recruiting beta-arrestin, primary screen, cell-based, luminescence, agonist arm of biased-ligand search; U2OS MC4R beta-arrestin complementation; percent of melanotan II response, DMSO zero; Melanocortin receptor 4 (Homo sapiens), P32245; activation, % at 8.9 µM; hit rate 0.98% among 360,000;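 active = activation above a per-plate cutoff, the mean activation of sample wells on that plate plus 3 SD, cut at about 8% in these data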
Target sequence (P32245 whole entry, looked up): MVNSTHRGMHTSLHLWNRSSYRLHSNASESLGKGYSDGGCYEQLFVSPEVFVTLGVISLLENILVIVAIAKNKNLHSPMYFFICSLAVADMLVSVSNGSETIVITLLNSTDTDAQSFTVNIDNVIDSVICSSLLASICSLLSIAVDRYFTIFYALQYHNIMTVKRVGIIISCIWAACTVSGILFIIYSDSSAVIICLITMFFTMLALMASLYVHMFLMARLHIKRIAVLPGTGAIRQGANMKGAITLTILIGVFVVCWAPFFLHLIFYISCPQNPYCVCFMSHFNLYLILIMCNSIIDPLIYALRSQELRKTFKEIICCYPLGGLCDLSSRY
Vif imaging: HIV Vif self-association inhibitors, primary screen, imaging, HEK293T, single point | HEK293T cells, Vif self-association by quenched fluorescence, 24 h | inhibition, % at 7.49 µM | hit rate 0.35% among 340,000 | AID 602346, 2012; in the data active = inhibition above about 50%, passing the limit was not always enough; note: some results filed as inactive read as strong as hits
PDI turbidity: inhibitors of human PDI, primary screen, biochemical, turbidity, single point, plate reader | AID 588391, 2011 | hit rate 0.052% among 350,000 | inhibition, % at 10 µM | PDI insulin aggregation turbidity, A650, 90 min;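 active = mean inhibition across replicates of 30% or more, whatever share of single replicates reach that level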;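 note: absorbance from insulin aggregation driven by PDI reduction with DTT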
Target sequence (P07237 whole entry, looked up): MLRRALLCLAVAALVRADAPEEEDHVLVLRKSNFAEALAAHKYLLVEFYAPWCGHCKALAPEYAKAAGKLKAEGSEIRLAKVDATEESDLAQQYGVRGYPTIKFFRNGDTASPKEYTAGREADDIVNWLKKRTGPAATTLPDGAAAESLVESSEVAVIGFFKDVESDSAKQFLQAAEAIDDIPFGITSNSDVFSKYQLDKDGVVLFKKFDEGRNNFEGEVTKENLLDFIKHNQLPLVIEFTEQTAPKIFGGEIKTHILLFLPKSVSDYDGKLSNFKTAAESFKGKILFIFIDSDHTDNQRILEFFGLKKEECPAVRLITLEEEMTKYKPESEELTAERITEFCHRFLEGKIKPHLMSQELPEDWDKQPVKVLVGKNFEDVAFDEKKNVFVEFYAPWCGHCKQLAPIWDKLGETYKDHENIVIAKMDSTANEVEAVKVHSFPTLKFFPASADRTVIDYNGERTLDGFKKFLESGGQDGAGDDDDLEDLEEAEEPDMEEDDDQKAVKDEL
MC4R antag cAMP: MC4R antagonists of cAMP signaling, primary screen, cell-based, TR-FRET, antagonist arm of biased-ligand search; inhibition, % at 6.5 µM; hit rate 0.48% among 360,000; MC4R-expressing cells, MTII-stimulated cAMP, LANCE TR-FRET; Melanocortin receptor 4 (Homo sapiens), P32245;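 active = inhibition above its plate's cutoff, the mean of tested wells on that plate plus 3 SD, cut at about 29% in these data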;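 note: 0% = Melanotan II alone and 100% = Melanotan II plus saturating MCL0020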
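Assay system: human MC4R-expressing U2OS cells; reagent: Melanotan II stimulation of cells; dosing: 6.5 µM single dose; timing: compound 30 min, challenge 1 h, detection 1 h; signal: TR-FRET cAMP assay; replicates: one well per compound, no replicates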
H9c2 protect: cardioprotection against H2O2-induced cell death, primary screen, uHTS, H9c2 cells, ATPLite luminescence. H9c2 cardiomyocytes, H2O2 injury protection, 2 h. protection from H2O2 cell death, % at 20 µM. hit rate 0.63% among 360,000. AID 588492, 2011;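 active = compounds giving at least 50% protection of heart cells from peroxide-induced death in the single-dose screen, raw or plate-pattern-corrected value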;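 note: 0% = DMSO wells with peroxide and 100% = DMSO wells without peroxide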
aDG glyco up: activators of alpha-DG glycosylation, primary screen, uHTS, Pro5-aDG cells, AlphaScreen. AID 624168, 2012. hit rate 0.22% among 360,000. alpha-DG glycosylation AlphaScreen (IIH6); 0% Pro5, 100% B10-LARGE cell signal. activation, % at 10 µM;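 active = activation of at least 8% versus controls, or a plate z-score of at least 8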;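 note: Pro5 are CHO cells carrying HIG-tagged alpha-DG that lacks glycosylation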
HTR2A ag: mouse Htr2a agonists via beta-arrestin recruitment, primary screen, cell-based, luminescence; 5-hydroxytryptamine receptor 2A (Mus musculus), P35363; CHO-K1 mHTR2A beta-arrestin complementation; percent of 30 µM serotonin response; activation, % at 7.6 µM; hit rate 0.66% among 360,000; AID 624169, 2012;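 active = activation above a run cutoff, the mean activation of all tested compounds plus 3 SD, cut at about 14% in these data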;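 note: 0% = plate median of compound wells and 100% = 30 µM serotonin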
ABCB6 inh 2: ABCB6 transporter inhibitors, primary screen, K562-ABCB6 cells, flow cytometry, MLPCN library. ATP-binding cassette sub-family B member 6 (Homo sapiens), Q9NP58. K562-ABCB6 porphyrin accumulation, 1 h; active compounds read low. fluorescence ratio to DMSO, % at 10 µM. hit rate 0.19% among 360,000;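 active = fluorescence ratio to DMSO below 75%, the collection mean minus 3 SD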;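 note: signal is porphyrin accumulated inside mitochondria; 100% equals median channel fluorescence of DMSO control wells; lower ratio means ABCB6 inhibition with less porphyrin fluorescence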
CaV13 FRET inh: Disruptors of the CACNA1D IQ motif to Ca2+-dependent inactivation inhibitor domain association, primary screening, Förster resonance energy transfer in intact living …; HEK cells, CFP/YFP FRET ICDI-IQ, plate reader, 10 min; percent FRET-ratio fall versus neutral wells; inhibition, % at 12.3 µM; hit rate 0.098% among 340,000;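 active = mean replicate inhibition of at least 30% and at least 1% of replicates passing that level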;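 note: 0% = median of the neutral control wells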
Glyco luc inh: increase of ERlucT glycosylation luciferase signal, primary screen, N-linked glycosylation inhibitor project, D54 ERlucT cells, luminescence, set 2 | D54 ERlucT glycosylation luciferase reporter, 24 h; percent of 100 nM tunicamycin response | reporter increase, % at 12.5 µM | hit rate 0.23% among 360,000 | AID 588692, 2011;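 active = mean luciferase reporter signal, scaled so untreated is 0 and the glycosylation-blocking control 100, at or above a set limit in every replicate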;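 note: luciferase carries N-glycosylation sites so blocking glycosylation raises the light; 0% = median of neutral control wells and 100% = median of 100 nM tunicamycin wells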
Starred values were filed as active, the others as inactive; x = not tested or not shown.

Results follow in this order: MC4R ag barr, Vif imaging, PDI turbidity, MC4R antag cAMP, H9c2 protect, aDG glyco up, HTR2A ag, ABCB6 inh 2, CaV13 FRET inh, Glyco luc inh
> O=C(CSc1nc2ccccc2c(=O)[nH]1)Nc1ccc(C(=O)O)cc1
  5.6, -1, -5, 2, 6, 0.1, 4, 98, -7, -1
> CC(C)OP(=O)(OC(C)C)C(Nc1ccccc1)c1ccc2c(c1)OCO2 (centres undefined)
  -1.8, -10, 0, 3, 23, -0.1, -1, 88, -3, -1
> COc1ccc(S(=O)(=O)NC2CCCC2)cc1Br
  -1.1, x, 7, 0, 11, -0.1, -5, 100, -5, 1
> CN=C(c1ccco1)n1c(=S)nc(-c2ccco2)n(C)c1=S
  -0.5, 40, -14, 14, 0, 0.1, 2, 92, -4, 2
> CC(C)CC(OC(=O)c1ccco1)C(=O)NC1CCCC1 (centres undefined)
  0.5, 1, -16, 2, -1, -0.1, -11, 102, -4, 2
> CC(=O)Nc1ccc(S(=O)(=O)N2CCNC(=O)C2)cc1
  0.1, 20, 3, -7, 0, 0.4, 9, 98, -6, 1
> CN(C)/C=C/C(=O)c1ccc(F)cc1
  -0.3, 7, 1, -1, 0, -0.1, -3, 95, -6, 2
> CCNC(=S)N/N=C(\C)c1cccc(OC)c1
  0.3, 22, 0, 18, -1, 0.5, -4, 99, -21, -1
> S=C(N/N=C/c1ccc(Br)cc1)N1CCCCC1
  -0.1, -3, 6, 3, 0, 0.0, 1, 99, -5, -4
> Cc1ccc(C2(CC(=O)Nc3nccs3)CCOC(C(C)C)C2)cc1 (centres undefined)
  -0.1, x, -9, 7, -1, 0.1, -2, 99, -2, 0
> CC(=O)n1cc(N(C(=O)CCl)c2ccc([N+](=O)[O-])cc2)c2ccccc21
  1.6, -1, 0, 32*, -4, -0.1, -3, 95, -5, 13
> CC1(C)Oc2ccc3ccc(=O)oc3c2/C(=C/Nc2ccccn2)C1=O
  5.8, 2, 2, 4, 56*, -0.4, 0, 90, x, -1
> CCCCn1c(=O)[nH]c(=O)c2c1nc(-c1cccc(OC)c1)n2C
  0.9, -24, -3, 8, 14, 0.2, 8, 102, -4, 1
> O=C(Nc1ccc2c(c1)CCC2)c1ccc(F)c(S(=O)(=O)N2CCOCC2)c1
  3.9, -12, 3, 14, -8, 0.8, -2, 90, -3, -3
> COc1ccc(NC(=O)C2CC(c3ccc(Cl)cc3)=NO2)cc1OC (centres undefined)
  0.0, -5, -6, 13, -4, 0.1, -10, 100, -6, 1
> COc1ccccc1C(=O)OC(C)CN1CCN(C)CC1 (centres undefined)
  1.0, -2, 2, 26, -2, -0.1, 2, 99, -2, 2
> O=C(NCCC1=CCCCC1)C(=O)NCCc1ccc(Cl)cc1
  -2.4, -6, -2, 19, 4, 0.2, 2, 101, -2, -1
> Cc1cc2nc(-c3ccc4c(c3)CCC4)ccn2n1
  -1.7, -8, -4, 3, -5, 0.0, -1, 102, 3, -2
> C=CCn1c(SCC(=O)N2N=C(c3ccco3)CC2c2ccco2)nnc1-c1ccncc1 (centres undefined)
  -2.5, -3, 1, 1, 13, -0.1, 1, 102, -6, 2
> CCC(C)n1c(=O)c(C(=O)Nc2ccccc2S(N)(=O)=O)c(O)c2ccccc21 (centres undefined)
  7.4, -3, -4, 4, -14, -0.1, 3, 96, -5, 0
> O=C1CN(C(=O)NCC(=O)N[C@@H](C(=O)O)c2ccccc2)c2ccccc2N1
  -1.7, 38, -3, 1, 2, -0.2, 0, 96, -14, 0
> Cc1ccc(Cn2c(C3CCCN3c3nc(C)cs3)nc3cc(C(=O)NCCCO)ccc32)cc1 (centres undefined)
  -2.0, -4, 5, -1, 6, -0.4, 1, 90, -11, -1
> CCOC(=O)N/N=C1\CC(C)S(=O)(=O)c2ccc(Cl)cc21 (centres undefined)
  -1.1, 3, -4, 23, 13, 0.0, -3, 104, -5, -2
> COc1ccccc1N(CC(O)Cn1c(C)nc2ccccc21)S(=O)(=O)c1ccccc1 (centres undefined)
  -0.5, 0, -1, 11, 4, -0.2, 2, 107, -4, -1
> COC(=O)Nc1ccc(S(=O)(=O)N(C)C)cc1
  -0.6, 14, -10, 5, 6, -0.3, 3, 91, -4, 3
> N#CC1c2ccccc2C=CN1C(=O)c1ccccc1 (centres undefined)
  -1.4, -3, -3, -5, -3, 0.1, 2, 97, 2, 0
> CCCCCNC(=O)c1cccc(S(=O)(=O)N2CC3(C)CC2CC(C)(C)C3)c1 (centres undefined)
  -2.5, -14, -4, 13, -11, 1.4, -4, 99, -2, -9
> Cc1cc(C)c2c(CC(=O)O)coc2c1
  -1.9, -15, 18, 0, -6, -0.1, 3, 96, x, -1
> COc1ccc(NC(=O)C2(c3ccc(NC(=O)c4ccc(OC)cc4)cc3)CCCC2)cc1
  -3.0, 4, -13, 10, 7, -0.2, -1, 97, -6, 0
> CC(=O)c1cccc(NC(=O)c2cc(S(=O)(=O)N3CCOCC3)cs2)c1
  -2.8, 27, 4, 2, -2, 0.0, 2, 105, -3, 8

Whole records from above. Order of screens: MC4R ag barr, Vif imaging, PDI turbidity, MC4R antag cAMP, H9c2 protect, aDG glyco up, HTR2A ag, ABCB6 inh 2, CaV13 FRET inh, Glyco luc inh
Results for CN(C)/C=C/C(=O)c1ccc(F)cc1 : -0.3, 7, 1, -1, 0, -0.1, -3, 95, -6, 2
Results for N#CC1c2ccccc2C=CN1C(=O)c1ccccc1 (centres undefined) : -1.4, -3, -3, -5, -3, 0.1, 2, 97, 2, 0

Remaining list, next part:
Results follow in this order: MC4R ag barr, Vif imaging, PDI turbidity, MC4R antag cAMP, H9c2 protect, aDG glyco up, HTR2A ag, ABCB6 inh 2, CaV13 FRET inh, Glyco luc inh
> CC(=O)Nc1ccc(SCC(=O)NC(=O)c2ccccc2Br)cc1
  -1.1, 3, 18, -3, -2, 0.3, 6, 95, -6, -1
> CCOC(=O)Cc1csc(NC(=O)c2ccc(C)cc2)n1
  -0.6, -4, 4, 8, -15, 0.3, 2, 93, -1, 1
> Cc1nnsc1NC(=O)OCCCl
  0.5, -1, 0, 4, 2, -0.3, -4, 95, x, 1
> Cc1[nH]c2ccccc2c1C(=O)C(=O)N1CC(C)OC(C)C1 (centres undefined)
  -5.1, 14, 1, -5, 0, -0.1, 7, 96, -6, 0
> COc1cc(/C=N/n2nnnc2N)ccc1OCC#N
  1.7, 17, 1, 1, 2, -0.1, 7, 96, -5, 1
> CCCn1ccc2c(OCC(=O)Nc3ccc(NC(C)=O)cc3)cccc2c1=O
  -0.1, -8, -1, 6, 14, -0.4, 5, 93, -5, 0
> CCCOC(=O)c1c(NC(=O)/C=C/c2cnn(C)c2C)sc(C(=O)OC)c1C
  -2.7, -3, -2, 8, 26, 0.2, 5, 95, -4, 2
> Cc1ccccc1-n1c(C)nnc1SCC(=O)N1CCc2ccccc2C1
  1.6, 5, -6, 3, -6, 0.5, 2, 94, -6, 1
> C/C=C/c1ccc(OCC(=O)NCc2ccccc2OC)c(OC)c1
  -0.8, 0, -6, -3, 5, -0.1, 4, 97, -4, 1
> O=C(c1ccco1)N1C2C=CC(C2)C1(C(F)(F)F)C(F)(F)F (centres undefined)
  -1.2, -3, 7, 0, -2, 0.1, 2, 95, x, 2
> CCCCn1c(N)c(N(CC(C)C)C(=O)c2cc3c(s2)CCCCC3)c(=O)[nH]c1=O
  -0.9, 1, -37, 1, -4, -0.2, -5, 101, x, -2
> O=C1CSC(c2cccc([N+](=O)[O-])c2)N1c1ccc(O)cc1 (centres undefined)
  -1.4, 6, -3, 13, 3, 0.0, -1, 92, -4, 1
> CC(=O)N1[C@H](C)C=C[C@]1(Cc1ccccc1)C(=O)NCc1cc(F)cc(C(F)(F)F)c1
  0.6, -13, 16, 1, 2, 0.1, -10, 96, -4, -2
> Cc1ccc(N=Cc2cc(Br)cc(Cl)c2O)cc1
  0.1, -5, 5, 8, 76*, 0.0, 0, 113, -9, 2
> CC(Oc1ccccc1)C(=O)N/N=C/c1ccccn1 (centres undefined)
  -0.4, -7, -2, -1, 12, -0.4, 0, 81, -6, 2
> COc1ccc(Nc2nnc(-c3ccc(C(=O)NCCO)cc3)c3ccccc23)cc1
  -2.0, -5, -7, -1, 14, 0.2, 1, 95, -4, -3
> c1ccc(NNC2=NCCCCC2)cc1
  -0.3, 0, 8, 13, 3, -0.1, 8, 104, -3, 1
> CCOC(=O)N1CCN(C(=O)COC(=O)C2CCN(S(=O)(=O)c3c(C)c(C)cc(C)c3C)CC2)CC1
  -1.7, -6, 3, 3, 3, 0.1, -2, 91, -5, 3
> COc1ccc(C(=O)NC2CCN(S(=O)(=O)c3ccc(C)cc3)CC2)cc1
  4.4, -2, -9, 22, 3, 0.1, 5, 105, -4, 5
> COc1ccccc1CC(=O)NNS(=O)(=O)c1cccc([N+](=O)[O-])c1
  -1.1, 23, 8, 4, -1, -0.1, 6, 94, -4, 0
> CCCS(=O)(=O)NC(=O)C1(C)CCN(C(=O)c2ccc3ccccc3n2)C1 (centres undefined)
  -0.9, x, -5, -5, 4, 0.0, 0, 96, x, -1
> Cc1ccc(OCC(=O)Nc2ccc(NC(=O)c3ccccc3)cc2)cc1C
  0.4, 0, -19, 10, 5, 0.0, 7, 100, -4, -4
> Nc1c(C(=O)NCc2ccc3c(c2)OCO3)nnn1Cc1ccc(Br)cc1
  18*, 43, -7, -5, -6, 0.0, 0, 108, -15, 1
> CN(C(=O)CSc1nnc2ccccn12)c1c(N)n(Cc2ccccc2)c(=O)[nH]c1=O
  -2.1, -3, 3, -8, -1, -0.3, 1, 99, -7, 2

Screens: PubChem, several laboratories
